ADAM17 inh: ADAM17 inhibitors, primary screen, biochemical, QFRET; Disintegrin and metalloproteinase domain-containing protein 17 (Homo sapiens), P78536; recombinant ADAM17, EDANS/DABCYL FRET peptide cleavage; hit rate 0.83% among 370,000; inhibition, % at 6.95 µM; AID 720648, 2013;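 active = inhibition above the mean of compounds lying between control limits plus 3 SD, set per campaign, cut at about 8.5% in these data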;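 also: 0% = DMSO-only wells as the low control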
Target sequence (P78536 215-824 limits assumed): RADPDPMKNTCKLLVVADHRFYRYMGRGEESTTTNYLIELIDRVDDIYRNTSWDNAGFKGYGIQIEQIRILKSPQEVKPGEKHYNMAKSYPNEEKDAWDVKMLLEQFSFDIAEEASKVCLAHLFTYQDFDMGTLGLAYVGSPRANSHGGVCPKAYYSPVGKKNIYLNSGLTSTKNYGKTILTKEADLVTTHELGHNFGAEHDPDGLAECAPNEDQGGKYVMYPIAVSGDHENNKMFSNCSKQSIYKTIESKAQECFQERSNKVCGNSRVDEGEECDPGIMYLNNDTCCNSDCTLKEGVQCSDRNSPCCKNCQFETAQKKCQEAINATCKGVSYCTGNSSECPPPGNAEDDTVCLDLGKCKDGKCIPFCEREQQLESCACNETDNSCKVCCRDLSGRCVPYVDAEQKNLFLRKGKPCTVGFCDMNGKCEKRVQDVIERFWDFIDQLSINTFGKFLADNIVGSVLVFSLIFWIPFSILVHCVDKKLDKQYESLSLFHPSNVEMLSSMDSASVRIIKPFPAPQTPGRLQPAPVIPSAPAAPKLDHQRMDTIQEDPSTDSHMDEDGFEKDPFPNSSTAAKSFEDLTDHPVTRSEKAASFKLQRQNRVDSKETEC
ssDAF12 agonist: S. stercoralis DAF-12 nuclear receptor activators, primary screen, cell-based, luminescence, HEK293, GRIP1 co-expression, lit1-tk-luc; Nuclear hormone receptor DAF-12 (Strongyloides stercoralis); HEK293 ssDAF-12/GRIP1 lit1-tk-luc reporter; % of 3 µM dafachronic acid response; activation, % at 6.8 µM; hit rate 1% among 370,000;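 active = activation above the mean over all tested compounds plus 3 SD, cut at about 0.9% in these data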;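 also: 0% = DMSO-only wells and 100% = 3 µM delta7-dafachronic acid wells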
PLC-gamma1 inh: PLC-gamma1 enzyme inhibitors, primary screen, biochemical, fluorescence, purified enzyme; hit rate 0.84% among 370,000; fluorogenic substrate; inhibition, % at 12.2 µM; AID 720700, 2013; in the data active = inhibition above about 9.5%
hgDAF-12 ag: H. glycines DAF-12 receptor agonists, primary screen, cell-based, luminescence, HEK293, GAL4 fusion, UAS-luciferase | AID 687014, 2013 | hit rate 1.8% among 370,000 | HEK293 GAL4-hgDAF12 UAS-luciferase reporter, agonist luminescence; normalized to butyrate control | Nuclear hormone receptor DAF-12 (Heterodera glycines), GAL4 fusion | activation, % at 6.8 µM;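 active = activation above a cutoff set at the mean of all screened compounds plus 3 SD, cut at about 10% in these data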;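 also: 0% = DMSO wells and 100% = sodium butyrate wells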
Rev-erbA mod: modulators of Rev-erb alpha DNA binding, primary screen, biochemical, FITC-DNA, fluorescence polarization, uHTS; activity, % at 10 µM; hit rate 0.79% among 370,000; AID 1259318, 2017; Rev-erbα–FITC-DNA binding, 90 min; Nuclear receptor subfamily 1 group D member 1 (Homo sapiens), P20393;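 active = activity above about 14%, limit read from the data; passing the limit was not always enough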;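 also: 0% = DMSO wells with 35 nM protein and 100% = DMSO wells with 750 nM protein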
PLC-beta3 inh: human PLC-beta3 inhibitors, primary screen, biochemical, fluorescence. 1-phosphatidylinositol 4,5-bisphosphate phosphodiesterase beta-3 (Homo sapiens), Q01970. Purified PLC-beta3, fluorogenic substrate. inhibition, % at 12.2 µM. hit rate 0.18% among 370,000; in the data active = inhibition above about 11%;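 also: 0% = median of compound wells on plate and 100% = full blocker control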
hcDAF12 agonist: H. contortus DAF-12 nuclear receptor activators, primary screen, cell-based, luminescence, HEK293, lit1-tk-luc reporter | HEK293 hcDAF-12 lit1-tk-luc reporter; 0% DMSO, 100% Δ7-dafachronic acid | activation, % at 6.8 µM | hit rate 1.4% among 370,000 | AID 652067, 2013;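 active = activation above the mean of all tested compounds plus 3 SD, cut at about 5.5% in these data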;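 also: 100% = response to 3 µM Δ7-dafachronic acid high control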
DAX1 inh-1: DAX1 (NR0B1) inhibitors on StAR promoter, primary screen, cell-based, luminescence, SF-1 (NR5A1), full-length DAX-1. HEK293T StAR-luciferase reporter, SF-1/DAX-1 repression relief. inhibition, % at 6.8 µM. hit rate 1.1% among 370,000. AID 652010, 2013;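 active = inhibition above the mean over all tested compounds plus 3 SD, cut at about 3.6% in these data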;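 also: 0% = DAX-1 cells with DMSO and 100% = cells lacking DAX-1 with DMSO; higher inhibition means more luminescence from relief of DAX-1 repression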
SMARCA2 act: SMARCA2 (BRM) function activators, primary screen, cell-based, luminescence, high throughput. activation, % at 9.1 µM. hit rate 1% among 370,000. MG213 cells, MMTV-luciferase reporter, dexamethasone, overnight; in the data active = activation above about 7.8%;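 also: 0% = vehicle wells and 100% = reference activator wells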
DAX1 inh-2: DAX1 (NR0B1) inhibitors, primary screen, cell-based, HEK293, Gal4-DAX1, luciferase luminescence; inhibition, % at 6.75 µM; HEK293 Gal4-DAX1 luciferase reporter; hit rate 0.99% among 340,000; AID 504766, 2011; Nuclear receptor subfamily 0 group B member 1 (Homo sapiens), P51843;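 active = inhibition above the mean over all tested compounds plus 3 SD, cut at about 4.2% in these data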;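 also: 0% = DAX1-transfected cells with DMSO and 100% = empty-vector control cells with DMSO; inhibition shows as a rise in luminescence from relieved DAX1 repression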
MBD2 DNA inh: inhibitors of MBD2 binding to methylated DNA, primary screen, biochemical, TR-FRET, DNA-binding domain, human. inhibition, % at 4.4 µM. Methyl-CpG-binding domain protein 2 (Homo sapiens), Q9UBB5. MBD2 binding to methylated oligonucleotide. hit rate 0.31% among 370,000; in the data active = inhibition above about 13%
Target sequence (Q9UBB5 whole entry, looked up, the tested form may be a part): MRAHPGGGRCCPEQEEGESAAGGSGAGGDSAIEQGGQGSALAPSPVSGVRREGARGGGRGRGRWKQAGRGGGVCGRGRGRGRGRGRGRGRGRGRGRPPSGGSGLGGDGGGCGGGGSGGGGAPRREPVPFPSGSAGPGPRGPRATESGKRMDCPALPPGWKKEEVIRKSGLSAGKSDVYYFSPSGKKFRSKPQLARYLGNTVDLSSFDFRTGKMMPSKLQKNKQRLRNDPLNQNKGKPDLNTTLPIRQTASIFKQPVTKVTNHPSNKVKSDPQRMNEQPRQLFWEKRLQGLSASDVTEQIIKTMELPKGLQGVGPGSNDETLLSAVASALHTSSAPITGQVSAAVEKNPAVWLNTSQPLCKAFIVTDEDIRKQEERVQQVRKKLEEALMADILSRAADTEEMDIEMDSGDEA
* = called active by the depositor; & = joins results of further samples. Rows are unselected. Share with any hit: about 7.4%.

How did CCN(CC)S(=O)(=O)c1ccc(NC2c3ccccc3C(=O)N2c2ccc(C)cn2)cc1 (stereo not drawn) do in these assays?
ADAM17 inh: -2; ssDAF12 agonist: -0.5; PLC-gamma1 inh: -2; hgDAF-12 ag: -2.2; Rev-erbA mod: 3; PLC-beta3 inh: -3; hcDAF12 agonist: 0.5; DAX1 inh-1: 0.8; SMARCA2 act: -1; DAX1 inh-2: -0.3; MBD2 DNA inh: 2

Results for COc1ccc(CN2CCC(N3CC(C)OC(C)C3)CC2)c(OC)c1 (stereo not drawn) ?
ADAM17 inh: -3; ssDAF12 agonist: -1.0; PLC-gamma1 inh: 1; hgDAF-12 ag: 2.1; Rev-erbA mod: 3; PLC-beta3 inh: -6; hcDAF12 agonist: -0.3; DAX1 inh-1: 0.1; SMARCA2 act: 2; DAX1 inh-2: -0.8; MBD2 DNA inh: 4

Results for CCSc1ccccc1C(=O)N1CCN(c2ccccc2F)CC1 ?
ADAM17 inh: -4; ssDAF12 agonist: -1.4; PLC-gamma1 inh: -1; hgDAF-12 ag: -0.1; Rev-erbA mod: 1; PLC-beta3 inh: 3; hcDAF12 agonist: -1.5; DAX1 inh-1: 0.4; SMARCA2 act: -2; DAX1 inh-2: -0.2; MBD2 DNA inh: -2

What do the screens show for `O=C(Nc1nc(-c2ccccc2)c(-c2ccccc2)s1)c1ccc(S(=O)(=O)N2CCCCC2)cc1`?
ADAM17 inh: -3; ssDAF12 agonist: -1.3; PLC-gamma1 inh: -2; hgDAF-12 ag: 1.1; Rev-erbA mod: -3; PLC-beta3 inh: 1; hcDAF12 agonist: -0.9; DAX1 inh-1: -0.1; SMARCA2 act: -3; DAX1 inh-2: -0.6; MBD2 DNA inh: 1

Results for O=C(CSC(=S)N1CCOCC1)N1N=CCC1c1ccccc1 (stereo not drawn) ?
ADAM17 inh: -3; ssDAF12 agonist: -0.9; PLC-gamma1 inh: -1; hgDAF-12 ag: 0.5; Rev-erbA mod: -4; PLC-beta3 inh: 1; hcDAF12 agonist: 0.3; DAX1 inh-1: 0.1; SMARCA2 act: -1; DAX1 inh-2: 0.2; MBD2 DNA inh: -2

How did COC(=O)[C@H]1[C@H]2C[C@H]3c4[nH]c5ccccc5c4CCN3C[C@H]2CC[C@@H]1O do in these assays?
ADAM17 inh: -11; ssDAF12 agonist: -0.8; PLC-gamma1 inh: -34; hgDAF-12 ag: -2.2; Rev-erbA mod: 0; PLC-beta3 inh: -47; hcDAF12 agonist: 1.5; DAX1 inh-1: -0.4; SMARCA2 act: 0; DAX1 inh-2: -1.0; MBD2 DNA inh: -3

What do the screens show for `COC(=O)c1ccccc1`?
ADAM17 inh: 2; ssDAF12 agonist: -0.7; PLC-gamma1 inh: 6; hgDAF-12 ag: -1.6; Rev-erbA mod: -5; PLC-beta3 inh: -3; hcDAF12 agonist: -3.0; DAX1 inh-1: 1.5; SMARCA2 act: -6; MBD2 DNA inh: -3

Results for CN(/N=C/c1c[nH]c2ccccc12)c1cnn(-c2ccc(F)c(Cl)c2)c(=O)c1Cl ?
ADAM17 inh: 3; ssDAF12 agonist: 0.5; PLC-gamma1 inh: 3; hgDAF-12 ag: 2.5; Rev-erbA mod: 0; PLC-beta3 inh: 1; hcDAF12 agonist: 7.2*; DAX1 inh-1: 0.9; SMARCA2 act: -1; DAX1 inh-2: -0.9; MBD2 DNA inh: -4

Results for C[C@H](CO)N1C[C@H](C)[C@@H](CN(C)S(=O)(=O)c2ccccc2)Oc2c(NS(=O)(=O)c3ccccc3)cccc2C1=O ?
ADAM17 inh: -1; ssDAF12 agonist: -1.6; PLC-gamma1 inh: 1; hgDAF-12 ag: 0.2; Rev-erbA mod: 3; PLC-beta3 inh: 0; hcDAF12 agonist: -1.0; DAX1 inh-1: -0.2; SMARCA2 act: 0; DAX1 inh-2: -0.4; MBD2 DNA inh: -5

Results for O=C1c2ccccc2C(=O)C1c1ccc(Br)cc1 ?
ADAM17 inh: -3; ssDAF12 agonist: -1.1; PLC-gamma1 inh: 0; hgDAF-12 ag: 3.4; Rev-erbA mod: -3&1; PLC-beta3 inh: -3; hcDAF12 agonist: 0.6; DAX1 inh-1: -0.1; SMARCA2 act: 0; DAX1 inh-2: 2.1; MBD2 DNA inh: -4

How did C=CCNC(=O)CC(=O)N/N=C/c1cccc(Br)c1 do in these assays?
ADAM17 inh: -5; ssDAF12 agonist: -0.6; PLC-gamma1 inh: 0; hgDAF-12 ag: -1.0; Rev-erbA mod: -2; PLC-beta3 inh: -4; hcDAF12 agonist: -1.8; DAX1 inh-1: -0.7; SMARCA2 act: -1; DAX1 inh-2: 0.6; MBD2 DNA inh: 0

How did CSc1ccc(Cl)c(C(=O)N2CCN(CC(=O)N3CCCC3)CC2)c1 do in these assays?
ADAM17 inh: -6; ssDAF12 agonist: -1.0; PLC-gamma1 inh: 2; hgDAF-12 ag: 1.4; Rev-erbA mod: 9; PLC-beta3 inh: -2; hcDAF12 agonist: 0.7; DAX1 inh-1: -0.7; SMARCA2 act: -2; DAX1 inh-2: 0.3; MBD2 DNA inh: 3

What do the screens show for `Cc1cccc(NC(=O)CCN2C(=O)c3ccccc3C2=O)c1`?
ADAM17 inh: -2; ssDAF12 agonist: -0.8; PLC-gamma1 inh: -3; hgDAF-12 ag: 1.4; Rev-erbA mod: 0; PLC-beta3 inh: -1; hcDAF12 agonist: -2.8; DAX1 inh-1: 0.3; SMARCA2 act: -1; DAX1 inh-2: -1.2; MBD2 DNA inh: 0

What do the screens show for `Cc1cc(=O)n2[nH]c(-c3ccco3)nc2n1`?
ADAM17 inh: -3; ssDAF12 agonist: -0.8; PLC-gamma1 inh: -1; hgDAF-12 ag: -0.1; Rev-erbA mod: -4; PLC-beta3 inh: -3; hcDAF12 agonist: 1.0; DAX1 inh-1: -0.2; SMARCA2 act: -2; DAX1 inh-2: -0.1; MBD2 DNA inh: 9

How did O=C(Nc1cc(Cl)ccc1O)C1CC(c2ccccc2Cl)=NO1 (stereo not drawn) do in these assays?
ADAM17 inh: 1; ssDAF12 agonist: -1.8; PLC-gamma1 inh: 2; hgDAF-12 ag: 1.3; Rev-erbA mod: -6; PLC-beta3 inh: -5; hcDAF12 agonist: -0.5; DAX1 inh-1: 0.2; SMARCA2 act: -2; DAX1 inh-2: 0.5; MBD2 DNA inh: 6

Results for CCOc1ccc(NC(=O)c2cnccn2)cc1 ?
ADAM17 inh: -1; ssDAF12 agonist: -0.4; PLC-gamma1 inh: 1; hgDAF-12 ag: 8.9; Rev-erbA mod: -2; PLC-beta3 inh: 1; hcDAF12 agonist: 2.2; DAX1 inh-1: 1.9; SMARCA2 act: 6; DAX1 inh-2: 0.2; MBD2 DNA inh: 6

How did CC[n+]1c(/C=C(/C)SC)sc2ccccc21 do in these assays?
ADAM17 inh: -4; ssDAF12 agonist: -1.3; PLC-gamma1 inh: -7; hgDAF-12 ag: -2.8; Rev-erbA mod: 7; PLC-beta3 inh: -6; hcDAF12 agonist: 1.0; DAX1 inh-1: -0.4; SMARCA2 act: 1; DAX1 inh-2: -0.6; MBD2 DNA inh: 7

How did COc1cc(/C=C/C(=O)O)cc(S(=O)(=O)Nc2ccccc2SC)c1OC do in these assays?
ADAM17 inh: 0; ssDAF12 agonist: -0.3; PLC-gamma1 inh: -2; hgDAF-12 ag: 1.7; Rev-erbA mod: -8; PLC-beta3 inh: 1; hcDAF12 agonist: 0.3; DAX1 inh-1: 0.2; SMARCA2 act: -2; DAX1 inh-2: 0.3; MBD2 DNA inh: 3

How did COc1ccc(-c2noc(CN3CCN(c4ccccc4F)CC3)n2)cc1OC do in these assays?
ADAM17 inh: -1; ssDAF12 agonist: -1.4; PLC-gamma1 inh: -1; hgDAF-12 ag: -0.3; Rev-erbA mod: 3; PLC-beta3 inh: -4; hcDAF12 agonist: -1.1; DAX1 inh-1: -0.1; SMARCA2 act: 0; DAX1 inh-2: -0.1; MBD2 DNA inh: -1

What do the screens show for `COc1ccc(-c2nc(N)nc(C)c2Oc2ccccc2Br)c(O)c1`?
ADAM17 inh: 4; ssDAF12 agonist: -1.4; PLC-gamma1 inh: -57; hgDAF-12 ag: 0.0; Rev-erbA mod: 1; PLC-beta3 inh: -77; hcDAF12 agonist: -1.2; DAX1 inh-1: -0.1; SMARCA2 act: 1; DAX1 inh-2: 0.6; MBD2 DNA inh: 2

What do the screens show for `CC(C)(Oc1ccc(Cl)cc1)C(=O)N/N=C/c1cn[nH]c1-c1ccccc1`?
ADAM17 inh: -1; ssDAF12 agonist: -1.5; PLC-gamma1 inh: -2; hgDAF-12 ag: -0.1; Rev-erbA mod: -6; PLC-beta3 inh: 1; hcDAF12 agonist: -1.6; DAX1 inh-1: -0.7; SMARCA2 act: 0; DAX1 inh-2: 2.5; MBD2 DNA inh: -6

What do the screens show for `COc1nc2ccccc2nc1OC`?
ADAM17 inh: 3; ssDAF12 agonist: -1.2; PLC-gamma1 inh: 8; hgDAF-12 ag: -0.6; Rev-erbA mod: 2; PLC-beta3 inh: 9; hcDAF12 agonist: -0.6; DAX1 inh-1: 1.0; SMARCA2 act: -4; DAX1 inh-2: 4.1; MBD2 DNA inh: -1

What do the screens show for `CCN(Cc1ccc(OC)c(F)c1)C(=O)/C=C/c1ccc(S(=O)(=O)N2CCOCC2)cc1`?
ADAM17 inh: -8; ssDAF12 agonist: -1.8; PLC-gamma1 inh: 3; hgDAF-12 ag: -2.9; Rev-erbA mod: -4; PLC-beta3 inh: -9; hcDAF12 agonist: -0.6; DAX1 inh-1: -2.2; SMARCA2 act: -1; DAX1 inh-2: -0.9; MBD2 DNA inh: -5

How did COc1ccc(OCC(=O)N2CCN(C(=O)c3ccc(F)cc3)CC2)cc1 do in these assays?
ADAM17 inh: -1; ssDAF12 agonist: -0.8; PLC-gamma1 inh: 1; hgDAF-12 ag: -1.4; Rev-erbA mod: -1; PLC-beta3 inh: -4; hcDAF12 agonist: 0.6; DAX1 inh-1: 3.6; SMARCA2 act: -1; DAX1 inh-2: 0.5; MBD2 DNA inh: -2
